Bioassay records (PubChem BioAssay)
BioA inh: blocks M. tuberculosis BioA enzyme activity | purified M. tuberculosis BioA enzyme, plate reader | inhibition, % at 9.99 µM | hit rate 0.096% among 360,000 | AID 602481; in the data active means inhibition above about 40%
An asterisk follows results filed as active; & = joins results of further samples. Only part of the results is shown; count on the stated rates, not on these rows.

structure | BioA inh
C[C@@H]1CN([C@@H](C)CO)C(=O)c2ccccc2-c2ccccc2CO[C@@H]1CN(C)C(=O)[C@@H]1CCCN1C | -0.6
C[C@@H]1CN([C@H](C)CO)C(=O)c2cccc(NS(C)(=O)=O)c2O[C@H]1CN(C)Cc1ccc(C(F)(F)F)cc1 | -0.9
C[C@H](CO)N1C[C@H](C)[C@@H](CN(C)CC2CCOCC2)Oc2cc(C#CC3CC3)ccc2S1(=O)=O | -0.5
CN1C(=O)c2cc(NC(=O)c3cccc(C(F)(F)F)c3)ccc2OC[C@H]2O[C@H](CC(=O)O)CC[C@H]21 | 0.0
O=C(Nc1cccc(F)c1)N1C[C@H]2[C@@H](c3ccccc31)[C@@H](CO)N2C(=O)c1ccccn1 | 2.0
COc1ccccc1C#Cc1ccc([C@@H]2[C@@H](C#N)N(C(=O)C3CCC3)[C@H]2CO)cc1 | -4.9
COCC(=O)N1C[C@@H]2[C@H](c3ccccc31)[C@H](CO)N2Cc1ccccc1Cl | 2.9
COCC(=O)Nc1ccc2c(c1)C(=O)N(C)[C@H]1CC[C@H](CC(=O)NCc3ccccc3Cl)O[C@H]1CO2 | -0.4

2 of the compounds above, as labelled records:
C[C@@H]1CN([C@H](C)CO)C(=O)c2cccc(NS(C)(=O)=O)c2O[C@H]1CN(C)Cc1ccc(C(F)(F)F)cc1
  BioA inh: -0.9

COCC(=O)Nc1ccc2c(c1)C(=O)N(C)[C@H]1CC[C@H](CC(=O)NCc3ccccc3Cl)O[C@H]1CO2
  BioA inh: -0.4

Continued.
structure | BioA inh
C[C@@H]1CN([C@@H](C)CO)S(=O)(=O)c2ccc(-c3cccc(C#N)c3)cc2O[C@@H]1CN(C)Cc1ccccn1 | 0.6
COc1ccc(NC(=O)N(C)C[C@@H]2OCCCC[C@H](C)Oc3ccc(NS(C)(=O)=O)cc3C(=O)N([C@H](C)CO)C[C@@H]2C)cc1 | 2.5
C[C@H]1CN([C@@H](C)CO)C(=O)CCCn2nncc2CO[C@@H]1CN(C)Cc1cccnc1 | 1.0
Cc1noc(C)c1NC(=O)N[C@@H]1CC[C@@H](CCNC(=O)C2CCC2)O[C@H]1CO | -1.9
C[C@@H]1CN([C@@H](C)CO)C(=O)Cc2cc(NC(=O)Nc3cccc4ccccc34)ccc2O[C@@H]1CN(C)C | 1.9
COc1ccc(S(=O)(=O)N(C)C[C@@H]2Oc3ccc(NS(=O)(=O)c4cccs4)cc3CC(=O)N([C@H](C)CO)C[C@H]2C)cc1 | -5.4
Cc1noc(C)c1NC(=O)N(C)C[C@H]1Oc2c(NC(=O)c3ccc(-c4nccs4)cc3)cccc2C(=O)N([C@@H](C)CO)C[C@H]1C | -1.2
C[C@H]1CN([C@@H](C)CO)C(=O)c2cccc(NS(=O)(=O)c3ccccc3)c2O[C@H]1CN(C)Cc1ccccc1 | 3.2
C[C@H](CO)N1C[C@H](C)[C@H](CN(C)Cc2ccc(-c3ccccc3)cc2)Oc2ccc(NC(=O)c3ccncc3)cc2C1=O | 1.8
C[C@H]1CN([C@@H](C)CO)S(=O)(=O)c2ccc(/C=C/c3ccccc3)cc2O[C@H]1CN(C)Cc1ccc(C(=O)O)cc1 | 1.5
C[C@@H]1CN([C@H](C)CO)C(=O)c2cc(NS(=O)(=O)c3ccccc3)ccc2O[C@@H](C)CCCCO[C@H]1CN(C)C(=O)C1CCCCC1 | 3.0
C[C@H](O)C#Cc1cnc2c(c1)C(=O)N([C@@H](C)CO)C[C@H](C)[C@H](CN(C)C(=O)c1ccccc1)O2 | 6.0
CC(C)NC(=O)N(C)C[C@@H]1Oc2ccc(NS(=O)(=O)c3ccc(F)cc3)cc2CC(=O)N([C@H](C)CO)C[C@H]1C | 2.2
C[C@H](CO)N1C[C@H](C)[C@@H](CN(C)S(=O)(=O)c2cn(C)cn2)Oc2ccc(NC(=O)Nc3ccc(C(F)(F)F)cc3)cc2CC1=O | 0.5
C[C@@H]1CCCCO[C@@H](CN(C)Cc2ccccc2)[C@H](C)CN([C@H](C)CO)C(=O)c2cc(NS(C)(=O)=O)ccc2O1 | 0.5
C[C@H]1CN([C@@H](C)CO)C(=O)c2cc(NS(=O)(=O)c3cccs3)ccc2O[C@H]1CN(C)Cc1ccc(-c2ccccc2)cc1 | 4.4

Quoted at random: seven records from the list.
structure | BioA inh
C[C@H]1CN([C@@H](C)CO)S(=O)(=O)c2ccc(/C=C/c3ccccc3)cc2O[C@H]1CN(C)Cc1ccc(C(=O)O)cc1 | 1.5
C[C@H](CO)N1C[C@H](C)[C@@H](CN(C)S(=O)(=O)c2cn(C)cn2)Oc2ccc(NC(=O)Nc3ccc(C(F)(F)F)cc3)cc2CC1=O | 0.5
C[C@H](O)C#Cc1cnc2c(c1)C(=O)N([C@@H](C)CO)C[C@H](C)[C@H](CN(C)C(=O)c1ccccc1)O2 | 6.0
C[C@@H]1CN([C@H](C)CO)C(=O)c2cc(NS(=O)(=O)c3ccccc3)ccc2O[C@@H](C)CCCCO[C@H]1CN(C)C(=O)C1CCCCC1 | 3.0
C[C@@H]1CCCCO[C@@H](CN(C)Cc2ccccc2)[C@H](C)CN([C@H](C)CO)C(=O)c2cc(NS(C)(=O)=O)ccc2O1 | 0.5
C[C@H]1CN([C@@H](C)CO)C(=O)c2cc(NS(=O)(=O)c3cccs3)ccc2O[C@H]1CN(C)Cc1ccc(-c2ccccc2)cc1 | 4.4
CC(C)NC(=O)N(C)C[C@@H]1Oc2ccc(NS(=O)(=O)c3ccc(F)cc3)cc2CC(=O)N([C@H](C)CO)C[C@H]1C | 2.2

Following part:
structure | BioA inh
CCNC(=O)C[C@@H]1CC[C@H]2[C@@H](COC[C@H](O)CN2C(=O)c2ccccn2)O1 | -1.8
C[C@@H]1CN([C@H](C)CO)C(=O)c2cc(NS(=O)(=O)c3cn(C)cn3)ccc2O[C@@H](C)CCCCO[C@@H]1CN(C)C(=O)CCCN(C)C | -0.8
CC(C)CC#Cc1ccc2c(c1)O[C@H](CN(C)S(=O)(=O)c1ccc(F)cc1)[C@@H](C)CN([C@@H](C)CO)S2(=O)=O | 2.7
C[C@@H]1CCCCO[C@H](CN(C)C)[C@@H](C)CN([C@H](C)CO)C(=O)c2cc(NC(=O)NC3CCCCC3)ccc2O1 | -2.1
CN1C(=O)c2cc(NC(=O)Cc3cccs3)ccc2OC[C@@H]2O[C@H](CC(=O)N[C@H]3CCN(Cc4ccccc4)C3)CC[C@H]21 | 0.4
COc1ccc(CN(C)C[C@@H]2OCc3cnnn3CCCC(=O)N([C@@H](C)CO)C[C@@H]2C)cc1 | -0.4
C[C@H](CO)N1C[C@H](C)[C@@H](CN(C)Cc2ccc(Cl)c(Cl)c2)OCCCC[C@H](C)Oc2ccc(NS(=O)(=O)c3ccc(F)cc3)cc2C1=O | -3.6
C[C@@H]1CN([C@@H](C)CO)C(=O)c2cc(NC(=O)NC3CCCCC3)ccc2O[C@@H]1CN(C)Cc1ccc2c(c1)OCO2 | 0.0
CO[C@@H]1CN(C)C(=O)c2ccc(NS(=O)(=O)c3ccc(C)cc3)cc2OC[C@@H](C)NC[C@@H]1C | -2.4
CCCNC(=O)[C@H]1[C@H](CO)[C@H]2Cn3c(ccc(-c4ccc(C(=O)N(C)C)cc4)c3=O)[C@H]2N1CCC | -0.4
C[C@H]1CN([C@@H](C)CO)C(=O)Cc2cc(NC(=O)Nc3ccc(F)cc3)ccc2O[C@H]1CN(C)Cc1ccc2c(c1)OCO2 | -2.0
C[C@@H]1CN([C@H](C)CO)C(=O)c2cc(NC(=O)Nc3ccc(F)cc3)ccc2O[C@@H]1CN(C)Cc1ccc2c(c1)OCO2 | -0.7
C[C@H](CO)N1C[C@H](C)[C@@H](CN(C)C(=O)CN(C)C)Oc2ncc(C#CCC3CCCC3)cc2C1=O | -1.9
CC(C)NC(=O)N(C)C[C@@H]1Oc2ncc(-c3ccccc3F)cc2C(=O)N([C@@H](C)CO)C[C@@H]1C | 1.3
CS(=O)(=O)Nc1ccc2c(c1)[C@H]1C[C@H](CC(=O)NCC(F)(F)F)O[C@H](CO)[C@H]1O2 | -2.3
C[C@@H]1CN([C@@H](C)CO)C(=O)c2cc(NC(=O)Cc3cn(C)c4ccccc34)ccc2O[C@H]1CN(C)Cc1ccc2c(c1)OCO2 | -2.2
C[C@@H]1CCCCO[C@H](CN(C)Cc2ccc3c(c2)OCO3)[C@@H](C)CN([C@@H](C)CO)C(=O)c2cc(NC(=O)NC3CCCCC3)ccc2O1 | 0.8
O=C(C[C@H]1CC[C@H](NC(=O)CN2CCOCC2)[C@@H](CO)O1)NCCc1ccncc1 | -0.7
C[C@H](CO)N1C[C@H](C)[C@@H](CN(C)Cc2ccc3c(c2)OCO3)OCCCC[C@H](C)Oc2ccc(NS(=O)(=O)c3cccs3)cc2C1=O | -1.1
C[C@H](CO)N1C[C@H](C)[C@@H](CN(C)C)Oc2ccc(N(C)C)cc2C1=O | -2.7
C[C@H]1CN([C@@H](C)CO)C(=O)c2cccc(NC(=O)C3CCOCC3)c2O[C@H]1CN(C)Cc1ccc(C(F)(F)F)cc1 | -2.9
C[C@H]1CCCCO[C@H](CN(C)C(=O)CCC(F)(F)F)[C@@H](C)CN([C@@H](C)CO)C(=O)c2cc(NC(=O)NC3CCCCC3)ccc2O1 | 3.0
Cc1ccccc1CN(C)C[C@H]1OCc2cnnn2CCCC(=O)N([C@H](C)CO)C[C@H]1C | -1.3
O=C(C1CCC1)N1C[C@H]2[C@@H](c3ccccc31)[C@@H](CO)N2C(=O)Cc1ccccn1 | 3.6
COc1cccc(-c2cn(CC[C@H]3CC[C@@H](NC(=O)CC4CC4)[C@@H](CO)O3)nn2)c1 | 3.1
C[C@@H]1CN([C@H](C)CO)C(=O)c2cc(NS(=O)(=O)c3cn(C)cn3)ccc2O[C@H]1CN(C)Cc1ccc(Oc2ccccc2)cc1 | -0.5
C[C@H](CO)N1C[C@H](C)[C@H](CN(C)S(=O)(=O)c2ccccc2)Oc2cc(C#Cc3ccncc3)ccc2S1(=O)=O | -2.4
C[C@@H]1CN([C@H](C)CO)C(=O)c2cc(C#CC3CC3)cnc2O[C@@H]1CN(C)S(=O)(=O)c1cccc(F)c1 | 0.4
C[C@H](CO)N1C[C@H](C)[C@H](CN(C)Cc2ccncc2)Oc2ncc(C#Cc3ccc(F)cc3)cc2C1=O | 2.4
C[C@@H]1CCCCO[C@H](CN(C)C(=O)Nc2ccc(C(F)(F)F)cc2)[C@@H](C)CN([C@H](C)CO)C(=O)c2cc(NC(=O)C3CCCCC3)ccc2O1 | 0.8
O=C(C[C@@H]1CC[C@H]2[C@@H](COC[C@H](O)CN2Cc2cc(F)ccc2F)O1)N[C@@H]1CCN(Cc2ccccc2)C1 | -0.1
C[C@@H]1CN([C@H](C)CO)C(=O)c2ccccc2-c2ccccc2CO[C@H]1CN(C)S(=O)(=O)c1ccsc1 | -0.3
C[C@@H]1CN([C@H](C)CO)C(=O)c2cc(NS(=O)(=O)c3ccc(Cl)cc3)ccc2O[C@@H]1CN(C)S(=O)(=O)c1cccs1 | 0.1
COc1ccc(NC(=O)N(C)C[C@@H]2OCCCC[C@H](C)Oc3ccc(NC(=O)Nc4ccc(C(F)(F)F)cc4)cc3C(=O)N([C@H](C)CO)C[C@@H]2C)cc1 | -0.7
CO[C@H]1CN(C)C(=O)c2ccc(NC(=O)Nc3cccc(Cl)c3)cc2OC[C@@H](C)NC[C@@H]1C | 6.1
C[C@H](CO)N1C[C@H](C)[C@H](CN(C)C)Oc2ccc(NS(C)(=O)=O)cc2CC1=O | -3.8
CCCC(=O)Nc1ccc2c(c1)OC[C@H](C)N(CCC)C[C@@H](C)[C@H](OC)CN(C)C2=O | -0.6
Cc1noc(C)c1S(=O)(=O)Nc1ccc2c(c1)C(=O)N([C@H](C)CO)C[C@@H](C)[C@@H](CN(C)C(=O)CCCN(C)C)OCCCC[C@@H](C)O2 | 0.3
CO[C@@H](CN(C)C(=O)C1CCOCC1)[C@H](C)CN([C@@H](C)CO)S(=O)(=O)c1ccccc1 | -1.7
C[C@H](CO)N1C[C@H](C)[C@H](CN(C)S(=O)(=O)c2cn(C)cn2)Oc2ncc(C3=CCCCC3)cc2C1=O | -0.1
C[C@@H]1CCCCO[C@H](CN(C)S(=O)(=O)c2cccs2)[C@@H](C)CN([C@H](C)CO)C(=O)c2cc(NS(=O)(=O)c3ccc(F)cc3)ccc2O1 | -1.0
C[C@@H]1CN([C@H](C)CO)C(=O)c2cc(C3=CCCCC3)cnc2O[C@@H]1CN(C)C(=O)Cc1ccncc1 | 0.0
CN1C(=O)c2cc(NC(=O)c3cccc(F)c3)ccc2OC[C@H]2O[C@H](CC(=O)NC3CCC3)CC[C@H]21 | 7.0&12
C[C@H](CO)N1C[C@H](C)[C@H](CN(C)Cc2ccc(F)cc2)Oc2ncc(-c3cccc(C#N)c3)cc2C1=O | 4.8
O=C(C[C@H]1C=C[C@H](NC(=O)Cc2cccnc2)[C@@H](CO)O1)Nc1ccccc1 | -1.7
CN1CCCCN2[C@@H](CO)[C@@H](c3ccc(C4=CCCC4)cc3)[C@@H]2C1 | -3.4
COc1ccccc1CN1[C@H](CO)[C@@H]2c3ccccc3N(C(=O)C3CCCC3)C[C@@H]21 | 0.5
COC(=O)[C@@H]1[C@@H](CO)[C@@H]2Cn3c(ccc(C4=CCCCC4)c3=O)[C@H]1N2Cc1cccnc1 | -3.2
COc1ccc(C#Cc2ccc([C@H]3[C@H](CO)N4CCCCN(S(=O)(=O)c5ccccc5)C[C@@H]34)cc2)cc1 | -2.7
C[C@H](CO)N1C[C@H](C)[C@@H](CN(C)Cc2ccc(C(=O)Nc3ccccc3N)cc2)Oc2ccc(NS(=O)(=O)c3ccc(F)cc3)cc2CC1=O | 0.3
CN1c2ccc(C3=CCCCC3)cc2[C@@H]2[C@@H](CCN2C(=O)NC2CCCCC2)[C@H]1CO | 1.0
CC(=O)N1CCCCN2[C@H](C1)[C@H](c1ccc(-c3ccncc3)cc1)[C@@H]2CO | 1.9
CS(=O)(=O)Nc1ccc2c(c1)[C@H]1C[C@H](CC(=O)NCc3ccccn3)O[C@@H](CO)[C@H]1O2 | -1.8
CN(C)CC(=O)Nc1ccc2c(c1)[C@@H]1C[C@@H](CC(=O)NCc3ccc4c(c3)OCO4)O[C@H](CO)[C@@H]1O2 | -1.2
CCC(=O)N(C)C[C@H]1Oc2cc(C#CC3CC3)ccc2S(=O)(=O)N([C@@H](C)CO)C[C@H]1C | -1.5
